XIAP antagonists = small molecules displacing peptide from XIAP – biochemical, IAP family, fluorescence polarization (AID 1018); XIAP BIR domain, fluorescence polarization peptide displacement; higher % means a stronger effect; displacement, % at 20 µM, or IC50 in µM where a hit was titrated; 0.007% of 200,000 active; in the data active = displacement above about 50%; note: a part of the inactive calls stands beside numbers as strong as those of hits
HEK293 NOD2/NF-kB = inhibition of NOD2-driven NF-kB reporter – cell-based, luminescence, uHTS, HEK293 (AID 1566). 0.63% of 290,000 active. one-dose inhibition, % at 4 µM; EC50 in µM for titrated hits. HEK293 NOD2/NF-kB luciferase reporter, luminescence; higher % means a stronger effect; note: many of its hits are not listed in these tables
Siah-1 displacement = Siah-1 peptide-binding antagonists, primary screen, biochemical, fluorescence polarization, rhodamine-plectin, uHTS (AID 1817) | Siah-1 / rhodamine-plectin peptide fluorescence polarization; higher % means a stronger effect | one-dose displacement, % at 20 µM; IC50 in µM for titrated hits | 0.02% of 290,000 active;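 active = displacement of at least 50% at 20 µM, with a fluorescence ratio check between 0.3 and a set limit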;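 note: plate controls were Siah plus tracer with DMSO for no effect and tracer alone without Siah for full effect; strong numbers were not always called active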
LYP phosphatase = inhibitors of LYP phosphatase, biochemical, fluorescence intensity, uHTS (AID 1779). inhibition, % at 11.5 µM; hits with a dose series show IC50 in µM. 0.054% of 290,000 active. recombinant LYP phosphatase, fluorescence intensity; higher % means a stronger effect;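 note: plate controls were vehicle with enzyme for no effect and no enzyme for full effect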
Lipid droplet = hepatic lipid droplet formation modulation; AID 1656; inhibition, % at 6.5 µM; 0.4% of 240,000 active; AML12 mouse hepatocytes, oleate lipid droplets, BODIPY imaging;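 active = lipid droplet intensity inhibited by at least 50%, with more than 500 cells counted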
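Assay system: AML12 hepatocytes (mouse); Probe or stimulus: oleic acid at 100 µM to induce lipid droplet formation; Dosing: compound at 6.5 µM only; Schedule: compound with oleate, overnight; Detection: fluorescence imaging, 20x objective, two fields per well; Measure: % inhibition of lipid droplet signal.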
P. falciparum M17LAP = P. falciparum M17LAP inhibitors, primary screen, biochemical, fluorogenic H-Leu-NHMec substrate, 1536-well (AID 1619); 0.38% of 220,000 active; recombinant M17LAP, H-Leu-NHMec fluorogenic kinetic assay; higher % means a stronger effect; inhibition, % at 30 µM; hits with a dose series show IC50 in µM;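 active = compound inhibiting the enzyme by more than half at any dose during confirmatory dose-response retesting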;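 note: plate controls were full reaction with DMSO carrier for no effect and no enzyme background for full effect; strong numbers were not always called active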
CSM14.1 death rescue = rescue of cells from ER stress-induced death, primary screen, 384-well, CSM14.1, thapsigargin, ATP luminescence (AID 1222). CSM14.1 thapsigargin-induced death rescue, ATP luminescence; higher % means a stronger effect. one-dose cellular ATP content (survival), % at 20 µM; EC50 in µM for titrated hits. 190,000 tested, under 10 active;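 active = EC50 below 50 µM in the dose-response confirmation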;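 note: death triggered by thapsigargin at about 15 µM added after 2 h compound pretreatment; cell ATP read after overnight thapsigargin exposure of roughly 18 to 22 hours; normalized against plate controls of thapsigargin alone and 5% DMSO vehicle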
M1AAP inhibition = malaria alanyl aminopeptidase activity blockers – biochemical, fluorogenic H-Leu-NHMec substrate, 1536-well (AID 1445); recombinant M1AAP, H-Leu-NHMec fluorogenic kinetic assay; higher % means a stronger effect; 0.42% of 220,000 active; one-dose inhibition, % at 30 µM; IC50 in µM for titrated hits;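 active = primary inhibition above the hit cutoff, then over 50% inhibition at one or more dose response concentrations, cut at about 23% in these data, passing the limit was not always enough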;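 note: plate controls were DMSO full reaction for no effect and no enzyme background for full effect; strong numbers were not always called active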
AID2073 = inhibitors of Mint1-CaV2.2 protein interaction, biochemical, HTRF (AID 2073); HTRF protein-protein interaction, Mint1-CaV2.2; higher % means a stronger effect; one-dose inhibition, % at 20 µM; IC50 in µM for titrated hits; 0.19% of 290,000 active; in the data active = inhibition mostly above about 51%, no sharp cut-off; note: some results filed as inactive read as strong as hits
Lipid droplet cells 6.5 µM = also measured in Lipid droplet; calls as there; cell count; measured here: cell count, cytotoxicity flag;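 cells counted across two imaged fields per well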
* hit, by the source's call; / = no result given. Cut-off read from the data, not from the text of the source, unless noted: active = inhibition above about 50%; inactive = the rest. A portion of the library; rates above refer to the full screens.

Below each compound – CSM14.1 death rescue | Lipid droplet cells 6.5 µM | P. falciparum M17LAP | XIAP antagonists | Siah-1 displacement | AID2073 | HEK293 NOD2/NF-kB | LYP phosphatase | Lipid droplet | M1AAP inhibition
- COc1ccc(C(=O)c2sc3nc(-c4ccccc4)ccc3c2N)cc1OC
    -2.3% | / | 9% | -7.5% | 1% | 24% | 32% | -7% | / | 15%
- Cc1cccc(NS(=O)(=O)c2ccc(C(=O)NCC3CCCO3)cc2)c1C (stereo not drawn)
    / | 670 | / | / | 3% | 5% | 10% | -13% | -10 | /
- N#CCC(=N)N1CCN(c2ccccc2)CC1
    1.3% | 651 | -5% | -4.0% | 8% | 36% | 3% | -6% | 10 | 8%
- COc1ccc(CNC(=O)CSc2nc3nc(C)cc(C)n3n2)cc1
    -1.3% | / | 6% | 0.6% | 3% | -1% | -5% | -3% | / | 2%
- OC(CNCCc1ccccc1)COc1ccc(OCC(O)CNCCc2ccccc2)cc1 (stereo not drawn)
    / | 675 | 1% | / | -2% | -7% | 8% | -8% | -23 | 12%
- Cc1ccc(NC(=O)Nc2ccc3c(c2)N(C)C(=O)CS3)nc1
    -3.0% | 770 | 7% | -3.0% | 9% | 10% | 19% | -3% | -12 | 2%
- O=C(Nc1nnc(-c2ccc(Cl)cc2)o1)c1nc2ccccc2s1
    -2.5% | 614 | -8% | -11% | -5% | 2% | 8% | 1% | 9 | -14%
- CC(NC(=O)c1ccco1)C(=O)Nc1nc(-c2ccccn2)cs1 (stereo not drawn)
    0.6% | / | 4% | -4.6% | -1% | -11% | 7% | -8% | / | -2%
- CSCCC(NC(=O)c1cc([N+](=O)[O-])cc([N+](=O)[O-])c1)c1nc2ccccc2[nH]1 (stereo not drawn)
    -2.1% | 474 | -3% | -8.9% | -3% | 49% | 3% | -2% | -17 | -6%
- C=CCc1ccc(OCCCOc2ccc(C)c(C)c2)c(OC)c1
    -0.9% | 743 | 1% | -4.5% | 0% | 16% | 8% | -2% | 13 | -1%
- Cc1ccc(NC(=O)c2ccc(=O)[nH]c2)cc1S(=O)(=O)N1CCCCC1
    / | 615 | / | / | 1% | 2% | -1% | -6% | 1 | /
- CCOc1ccccc1C(=O)N1CCC(n2nnc3cc(C)ccc32)CC1
    0.0% | / | 7% | -3.1% | 4% | -4% | 0% | -2% | / | 5%
- O=C(c1cc(-c2ccccn2)nc2c(Cl)cccc12)N1CCN(C(=O)C2CCCO2)CC1 (stereo not drawn)
    2.1% | 735 | 7% | -7.7% | 0% | -3% | 5% | -6% | -4 | 13%
- CCN(CC)C(=O)c1sc2nc(-c3ccc(OC)cc3)cn2c1C
    -3.5% | / | 10% | -2.5% | 0% | -30% | -67% | -4% | / | 6%
- COC(=O)c1sc(NC(=O)C2CCCCC2C(=O)O)c(C(=O)OC)c1C (stereo not drawn)
    1.2% | / | 41% | -6.2% | 14% | 36% | 20% | 1% | / | 12%
- COc1cc2ccccc2cc1-c1nnc(COc2ccccc2)o1
    -1.1% | / | 1% | -9.8% | -4% | -2% | 24% | -2% | / | 5%
- CCSC(C)CC1C/C(=N/O)c2c(C)noc2C1 (stereo not drawn)
    -2.0% | / | 2% | -3.9% | 2% | 3% | -5% | -4% | / | -3%
- CC(C)c1ccc(OCC(O)CNC(C)c2ccccc2)cc1 (stereo not drawn)
    / | 781 | / | / | 2% | 7% | -20% | 2% | -15 | /
- NS(=O)(=O)c1ccc(NC(=O)COC(=O)c2cc3ccccc3oc2=O)cc1
    / | 715 | -5% | / | -2% | -2% | 0% | -2% | 7 | 0%
- COc1ccc(CCNC(=O)C2CCCN(Cc3nc(-c4cccc(Cl)c4)oc3C)C2)cc1OC (stereo not drawn)
    7.5% | / | -8% | -6.5% | 3% | 5% | 24% | -5% | / | 9%
- CCOC(=O)c1cnc(Nc2ccccc2)nc1C(F)(F)F
    / | 726 | 11% | / | -3% | 13% | -17% | 3% | 0 | 10%
- COCCNC(=O)c1cc(-c2ccccc2OC)on1
    2.0% | / | 10% | -0.3% | 4% | 5% | -31% | -7% | / | 4%
- C#CCOCCOCCOCCNc1nc(N2CCN(C(=O)[C@H]([C@@H](C)CC)n3cc([C@@H](N)Cc4ccc(O)cc4)nn3)CC2)nc(N2CCN(C(=O)[C@H]([C@@H](C)CC)n3cc([C@@H](N)CC(C)C)nn3)CC2)n1
    -0.6% | 680 | 1% | -3.7% | 5% | 0% | 9% | 2% | -1 | 4%
- O=C(c1cccc(F)c1)N1CCN(Cc2cccc(Br)c2)CC1
    / | 782 | / | / | -2% | 9% | 2% | -11% | -2 | /
- CCOC(=O)c1cc(OC(=O)c2ccccc2OC)n(-c2ccccc2)n1
    -0.3% | 772 | 6% | -4.5% | -5% | -2% | -12% | -6% | 7 | 9%
- CN(CCCNC(=O)c1cc2c(=O)[nH]c3ccccc3c2n1C)Cc1ccccc1
    -3.3% | 734 | 1% | -2.4% | 3% | -4% | 2% | -8% | -3 | 0%
- COC(=O)N/N=C/c1cc(N=Nc2ccccc2Cl)ccc1O
    / | 733 | 4% | / | 64% | 45% | -7% | -6% | 25 | 5%
- COc1ccccc1CCNC(=O)C(=O)NCC1OCCCN1S(=O)(=O)c1cc(C)ccc1C (stereo not drawn)
    / | 593 | / | / | -5% | 0% | 14% | -10% | 4 | /
- CSc1nc2ccc(NC(=O)c3ccccn3)cc2s1
    / | 755 | / | / | 0% | -3% | -150% | -8% | -8 | /
- Cc1ccc(C(=O)N2CCCCCC2)cc1S(=O)(=O)N1CCOCC1
    / | 801 | / | / | 0% | -3% | 9% | -7% | 1 | /
- COc1ccc(Cl)cc1NC(=O)CCS(=O)(=O)c1ccc(C)cc1
    / | 871 | / | / | 1% | 10% | 10% | -1% | 5 | /
- COc1ccccc1-c1nnc(NC(=O)CCS(=O)(=O)c2ccccc2)o1
    / | 694 | / | / | 0% | 15% | 32% | -11% | -18 | /
- O=C(CCCn1c(=S)[nH]c2ccccc2c1=O)N1CCN(c2cccc(Cl)c2)CC1
    -2.0% | / | -2% | -5.2% | 1% | -18% | 9% | 9% | / | 5%
- CNC(=O)CSc1nc2ccccc2c(=O)n1-c1cc(OC)ccc1OC
    / | 631 | 14% | / | 1% | 3% | 13% | -5% | 20 | 9%
- Cc1cc(C)nc(/N=C(\N)Nc2ccccc2-c2ccccc2)n1
    -4.2% | 660 | -15% | -5.3% | -1% | -10% | 17% | -3% | -1 | 12%
- CC(C)N1C(=O)CC(Nc2ccc(N3CCOCC3)cc2)C1=O (stereo not drawn)
    -0.5% | 775 | 6% | -4.1% | 0% | -31% | 4% | -8% | 8 | 6%
- Cc1cccc(-c2oc3ccccc3c2-c2ccc3c(c2)OCO3)c1
    / | / | / | / | 10% | 6% | 14% | -14% | / | /
- N#CC(=C=[N-])c1nc2ccccc2nc1-[n+]1cccc(NC(=O)c2cccs2)c1
    / | 718 | 1% | / | -2% | -40% | 10% | -5% | 9 | 2%
- CSC(=Nc1cccc(C)c1)NC#N
    -3.4% | 671 | 6% | -3.4% | -1% | -6% | 14% | -7% | 17 | -2%
- Cc1ccc(CNC(=O)CCCn2c(=O)c3ccccc3n(CC(=O)NC3CCCC3)c2=O)cc1
    / | 714 | 8% | -2.8% | -5% | 0% | 5% | 0% | -16 | 3%
- CSc1nnc(-c2cnccn2)n1C
    -0.4% | 746 | 9% | 0.5% | 2% | 36% | 14% | -3% | 3 | 9%
- O=S(=O)(c1ccc(-c2csc(-c3cccnc3)n2)cc1)N1CCCC1
    -3.0% | 724 | 8% | -1.9% | -3% | 13% | -1% | -8% | -12 | -2%
- O=C(CCC1CCCN(c2ncccn2)C1)NCc1ccccc1F (stereo not drawn)
    -0.1% | 724 | -2% | -7.9% | -2% | 16% | 1% | -10% | -8 | 1%
- CCc1nnc(NS(=O)(=O)c2ccc(NC(=S)NC(=O)/C=C/c3ccc([N+](=O)[O-])cc3)cc2)s1
    / | 750 | 26% | / | 13% | -23% | 19% | 2% | 28 | 20%
- Cc1c(C(=O)N2CCc3ccccc3C2)oc2ccc(S(=O)(=O)N3CCCCCC3)cc12
    -1.7% | 652 | -11% | -1.3% | 7% | 0% | -2% | 5% | -14 | 6%
- Cc1cc(C)nc(NS(=O)(=O)c2ccc(NC(=O)CN3C(=O)c4ccccc4C3=O)cc2)n1
    0.0% | 770 | 8% | -5.9% | 2% | 20% | 8% | -6% | -6 | 3%
- O=C(C1CC1)N1CCc2cc(S(=O)(=O)NCC3COc4ccccc4O3)ccc21 (stereo not drawn)
    -3.6% | / | 3% | -2.0% | 6% | -3% | 36% | -5% | / | 1%
- Cc1ccc(-c2cc(C(=O)O)c3cc(Br)ccc3n2)o1
    -3.3% | 692 | 42% | -11% | -1% | 11% | 9% | -1% | -4 | 14%
- CC1CCCCC1NC(=O)/C=C/c1nc2ccccc2s1 (stereo not drawn)
    -1.1% | 624 | 6% | -10% | 15% | 11% | -8% | 2% | 1 | 5%
- CCCCn1c(SCC(N)=O)nc2ccc(N3CCOCC3)cc2c1=O
    -5.0% | / | 3% | -2.1% | 2% | 2% | 14% | 2% | / | 11%

Continued.
Below each compound – CSM14.1 death rescue | Lipid droplet cells 6.5 µM | P. falciparum M17LAP | XIAP antagonists | Siah-1 displacement | AID2073 | HEK293 NOD2/NF-kB | LYP phosphatase | Lipid droplet | M1AAP inhibition
- CCOc1ccc(NC(=O)C2CC(=O)N(c3ccccc3F)C2)cc1 (stereo not drawn)
    / | 809 | / | / | 6% | -3% | 14% | -8% | -12 | /
- Cc1nc(C/C(=N\Nc2ccccc2)c2ccc(O)cc2O)cs1
    -0.9% | 707 | 3% | -3.7% | -2% | -36% | -45% | -4% | 7 | 10%
- CC(C)Oc1ccc(C(=O)NC2(C(F)(F)F)N=C3SCCN3C2=O)cc1 (stereo not drawn)
    -3.0% | 779 | 23% | -4.6% | -3% | 5% | -5% | -1% | 6 | -2%
- c1cncc(CSc2nnc(-c3cccnc3)n2Cc2ccco2)c1
    -0.4% | / | -2% | -0.4% | -4% | 4% | -2% | -6% | / | 7%
- Cc1cc(N2C(=O)C(=O)/C(=C(/O)c3ccc(F)cc3)C2c2cccc(Br)c2)no1 (stereo not drawn)
    -1.5% | / | 31% | -8.1% | 2% | 2% | 13% | -6% | / | 11%

Structures above that have a CF3 group (two):
Below each compound – CSM14.1 death rescue | Lipid droplet cells 6.5 µM | P. falciparum M17LAP | XIAP antagonists | Siah-1 displacement | AID2073 | HEK293 NOD2/NF-kB | LYP phosphatase | Lipid droplet | M1AAP inhibition
- CCOC(=O)c1cnc(Nc2ccccc2)nc1C(F)(F)F
    / | 726 | 11% | / | -3% | 13% | -17% | 3% | 0 | 10%
- CC(C)Oc1ccc(C(=O)NC2(C(F)(F)F)N=C3SCCN3C2=O)cc1 (stereo not drawn)
    -3.0% | 779 | 23% | -4.6% | -3% | 5% | -5% | -1% | 6 | -2%

Assay outcomes as filed in PubChem.
